STK33 inh: human STK33 kinase inhibition | inhibition, % at 10 µM | hit rate 0.073% among 320,000 | AID 2661 | purified STK33, MBP phosphorylation, ADP-Glo luminescence;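 active means inhibition at or above 25%, using the most active replicate where run in duplicate; inactive means inhibition below 25%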
Target sequence (Q9BYT3 whole entry, looked up): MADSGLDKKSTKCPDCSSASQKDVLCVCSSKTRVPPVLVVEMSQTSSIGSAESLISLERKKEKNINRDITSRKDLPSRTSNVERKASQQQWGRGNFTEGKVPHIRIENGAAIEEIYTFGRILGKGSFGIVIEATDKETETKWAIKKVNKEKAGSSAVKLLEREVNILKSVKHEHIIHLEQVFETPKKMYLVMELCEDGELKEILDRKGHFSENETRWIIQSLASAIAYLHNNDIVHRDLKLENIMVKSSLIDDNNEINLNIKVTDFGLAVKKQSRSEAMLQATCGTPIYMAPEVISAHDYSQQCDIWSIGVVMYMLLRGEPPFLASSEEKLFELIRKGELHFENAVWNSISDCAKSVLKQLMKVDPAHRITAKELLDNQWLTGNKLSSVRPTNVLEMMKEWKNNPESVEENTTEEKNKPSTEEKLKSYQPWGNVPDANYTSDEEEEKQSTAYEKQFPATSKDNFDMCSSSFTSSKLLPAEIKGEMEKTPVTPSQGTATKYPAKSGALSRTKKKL
Kir21 inh: blocks the mouse Kir2.1 inward-rectifier potassium channel. hit rate 0.85% among 310,000. B-score at 10 µM. AID 1672. HEK293-Kir2.1, FluxOR thallium flux fluorescence; hits give low values;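 active means fluorescence ratio B-score at or below minus 3 SD of library scores, with starting-brightness B-score within 2 SD, cut at about -4.2 in these data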;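 further: channel flux triggered by added potassium and thallium sulfate stimulus; B-score of peak minus minimum fluorescence over baseline after thallium stimulus; more negative B-score means stronger Kir2.1 block with less thallium influx; some compounds called inactive have numbers as strong as hits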
Target sequence (P35561 whole entry, looked up): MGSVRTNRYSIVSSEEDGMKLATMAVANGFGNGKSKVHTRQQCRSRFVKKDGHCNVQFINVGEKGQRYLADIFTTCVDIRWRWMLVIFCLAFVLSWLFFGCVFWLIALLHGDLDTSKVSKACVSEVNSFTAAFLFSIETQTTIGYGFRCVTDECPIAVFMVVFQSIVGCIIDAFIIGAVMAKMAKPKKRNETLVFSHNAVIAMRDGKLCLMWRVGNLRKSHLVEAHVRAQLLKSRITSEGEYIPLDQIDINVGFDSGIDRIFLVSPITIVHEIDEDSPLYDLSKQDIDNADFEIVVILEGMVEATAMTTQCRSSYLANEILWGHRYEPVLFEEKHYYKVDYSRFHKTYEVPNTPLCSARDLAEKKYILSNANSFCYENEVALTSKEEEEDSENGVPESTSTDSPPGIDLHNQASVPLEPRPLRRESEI
Numbers without * were called inactive.

`Cc1cc(N/N=C/c2ccc(N(C)C)cc2)c2ccccc2n1` gave STK33 inh 0.3 and Kir21 inh -0.68.
CCc1ccc(OCC(=O)O/N=C(\N)c2ccncc2)c(Br)c1 was read as STK33 inh -1.0 and Kir21 inh -0.2.
`O=C(O)c1ccc(Cl)c(S(=O)(=O)Nc2ccccc2N2CCOCC2)c1` gave STK33 inh -1.3 and Kir21 inh -2.1.
CCOCCCNC(=O)/C(C#N)=C/c1ccccc1F was read as STK33 inh -0.3 and Kir21 inh 0.03.
Screening N#Cc1ccccc1COC(=O)CCN=C1NS(=O)(=O)c2ccccc21 returned STK33 inh 1.2.
`COc1ccccc1C1c2[nH]c3ccccc3c2CCN1Cc1cnc(C)s1` (stereo not given) gave Kir21 inh 0.25.
For COc1cccc2c(=O)n(CC(=O)Nc3ccc(F)cc3)ccc12 the results were STK33 inh -0.4 and Kir21 inh -0.74.
For CCOC(=O)Cn1c(=O)oc2cc(S(=O)(=O)N(C)c3cccc(C)c3)ccc21 the results were STK33 inh -0.9 and Kir21 inh 0.03.
O=C(NCCCc1ccccc1)c1cccc(Br)c1 was read as STK33 inh -2.5 and Kir21 inh 0.76.
For O=C(NCCCNC(=O)c1cnccn1)c1cccc(Cl)c1 the results were STK33 inh 0.2 and Kir21 inh 0.22.
For O=C(NC(=S)Nc1ccc2ncccc2c1)c1ccccc1 the results were STK33 inh -1.7 and Kir21 inh 0.
Screening Cc1n[nH]c(=O)c2c(NC(=O)CSc3ccccc3F)oc(C)c12 returned STK33 inh -0.9 and Kir21 inh 0.38.
COc1cccc2c1N1C(=O)c3c(C(=O)O)cccc3C1CC2(C)C (stereo not given) was read as Kir21 inh -2.6.
For Cc1ccc(NC(=O)CCC(=O)NNC(=O)/C=C/C(=O)O)c(C)c1 the results were STK33 inh -1.3 and Kir21 inh 0.54.
`CSc1nc2nc3c(cc2c(=O)[nH]1)C(O)Oc1ccc(C)cc1-3` (stereo not given) gave STK33 inh 2.9 and Kir21 inh 0.19.

Of the compounds above, two contain an aryl thioether with sulfur outside any ring.
Screening Cc1n[nH]c(=O)c2c(NC(=O)CSc3ccccc3F)oc(C)c12 returned STK33 inh -0.9 and Kir21 inh 0.38.
`CSc1nc2nc3c(cc2c(=O)[nH]1)C(O)Oc1ccc(C)cc1-3` (stereo not given) gave STK33 inh 2.9 and Kir21 inh 0.19.

Back to the main list, starting three compounds before the break.
COc1cccc2c1N1C(=O)c3c(C(=O)O)cccc3C1CC2(C)C (stereo not given) was read as Kir21 inh -2.6.
For Cc1ccc(NC(=O)CCC(=O)NNC(=O)/C=C/C(=O)O)c(C)c1 the results were STK33 inh -1.3 and Kir21 inh 0.54.
`CSc1nc2nc3c(cc2c(=O)[nH]1)C(O)Oc1ccc(C)cc1-3` (stereo not given) gave STK33 inh 2.9 and Kir21 inh 0.19.
`Cc1cc(C)nc(Nc2ccc(N3CCOCC3)cc2)n1` gave STK33 inh 1.9 and Kir21 inh 0.71.
Screening O=C(O)c1ccccc1-c1nc2ccccc2c(=O)[nH]1 returned STK33 inh 0.2 and Kir21 inh 0.01.
Screening O=C(Nc1ccc(Cc2ccc(NC(=O)C3CC3)c(O)c2)cc1O)C1CC1 returned STK33 inh 0.4 and Kir21 inh 0.22.
For CCOc1ccc(S(=O)(=O)N2CCC(C(=O)OCc3cccc(OC)c3OC)CC2)cc1 the results were STK33 inh -2.6.
`O=C(O)c1ccc(-c2nc3ccccc3s2)o1` gave STK33 inh 1.9 and Kir21 inh 0.59.
For COc1ccccc1N1CCN(C(=O)CCS(=O)(=O)c2ccc3c(c2)oc(=O)n3C)CC1 the results were STK33 inh -0.6 and Kir21 inh -0.01.
Screening CC1CCCC(C)N1C(=O)COC(=O)CNC(=O)c1ccc(Cl)cc1Cl (stereo not given) returned STK33 inh 0.2 and Kir21 inh -0.09.
For Cc1ccnc(NC(=O)Cc2ccc(F)cc2)n1 the results were STK33 inh -1.0 and Kir21 inh 1.5.
For Cc1ccc(-c2nc(-c3ccc(Cl)cc3)sc2CC(=O)O)c(C)c1 the results were STK33 inh -1.4 and Kir21 inh -1.7.
Screening CSC1=NCCN1S(=O)(=O)c1ccc(C)cc1 returned STK33 inh -1.4 and Kir21 inh -0.52.
`O=c1[nH]cc(N=Cc2cc([N+](=O)[O-])ccc2O)c(=O)[nH]1` gave STK33 inh -0.4 and Kir21 inh -0.46.
Screening CC(=O)Nc1ccc(NC(=O)Cn2cc3c(n2)CCC(C)C3)cc1 (stereo not given) returned Kir21 inh -2.7.
NC(=O)C1=C[C@@H](c2ccc(Br)cc2)C[C@@H](OCc2ccc(CO)cc2)O1 was read as STK33 inh -1.1 and Kir21 inh -3.2.
O=C(Nc1ccc(NC(=O)C2CC2)nc1)c1ccco1 was read as STK33 inh -1.4 and Kir21 inh 2.1.
For Cc1ccc2nc(-c3ccc(SCC(=O)Nc4nc(C)cs4)nc3)[nH]c2c1 the results were STK33 inh -1.0 and Kir21 inh 0.

Of the compounds above, two have a cyano group:
CCOCCCNC(=O)/C(C#N)=C/c1ccccc1F was read as STK33 inh -0.3 and Kir21 inh 0.03.
Screening N#Cc1ccccc1COC(=O)CCN=C1NS(=O)(=O)c2ccccc21 returned STK33 inh 1.2.

(cont.)
Screening O=C(COc1ccccc1[N+](=O)[O-])OCC(=O)c1ccc(Br)s1 returned STK33 inh -0.5.
`CN(C)C(CNC(=O)CCc1nc2ccccc2s1)c1ccccc1` (stereo not given) gave STK33 inh 1.0 and Kir21 inh -3.
O=[N+]([O-])c1cccc(-c2nnnn2-c2cccc(F)c2)c1 was read as STK33 inh 0.3 and Kir21 inh 2.1.
For O=C(CSc1nnc(-c2ccccc2O)o1)N1CCc2ccccc2C1 the results were STK33 inh -2.5 and Kir21 inh 0.
Cc1ccc(C(=O)OC2CCCN(C)C2)cc1 (stereo not given) was read as STK33 inh -0.3 and Kir21 inh -0.06.
For Cn1nc(C(=O)Nc2cccc(C(=O)NC3CC3)c2)c2ccccc2c1=O the results were STK33 inh 0.7.
`COCc1ccc(C(=O)N2CCCC(Nc3ccc(C(C)C)cc3)C2)s1` (stereo not given) gave STK33 inh 0.2 and Kir21 inh -0.93.
O=C(Nc1ccc2c(c1)OCCO2)c1cc(F)c(F)cc1Cl was read as STK33 inh -0.9 and Kir21 inh 0.06.
`Cc1ccc(C(=O)Nc2nc(C(C)(C)C)cs2)s1` gave STK33 inh -1.3 and Kir21 inh -0.02.
`Cc1cc(C(=O)OC2CCOC2=O)c2ccccc2n1` (stereo not given) gave STK33 inh -0.7 and Kir21 inh -2.1.
For COc1cccc(C(=O)NC(=S)Nc2ccc(N(C)C)cc2)c1 the results were STK33 inh -1.9 and Kir21 inh 0.46.
`O=C(NCc1ccco1)c1cc(C(=O)C2CCCCC2)c[nH]1` gave STK33 inh 5.5 and Kir21 inh 0.42.
Screening O=C(Nc1ccccc1C(=O)N1CCN(Cc2ccccc2)CC1)c1ccccn1 returned STK33 inh -1.1 and Kir21 inh 0.28.
c1ccc(-c2nc(-n3ccnc3)nc(-n3ccnc3)n2)cc1 was read as STK33 inh -4.2 and Kir21 inh 0.01.
Screening CCCCN1C(=O)/C(=C2\SC(N3CCCCC3)=NC2=O)c2ccccc21 returned STK33 inh -1.9 and Kir21 inh -0.5.
`COc1ccc(/C=C(\NC(=O)c2ccc(C)cc2)C(=O)N2CCCCC2)cc1` gave STK33 inh 0.0 and Kir21 inh 0.05.
Cc1cc(N2CCOCC2)n2nc(C(F)(F)F)c(-c3ccccc3)c2n1 was read as STK33 inh -0.2 and Kir21 inh 0.07.
`COCCN(C(=O)CCC(=O)Nc1cccnc1)C(C(=O)NC1CCCCC1)c1ccccc1` (stereo not given) gave STK33 inh -0.3 and Kir21 inh -0.79.
For Cc1cc(C)nc(-n2nc(C)cc2NC(=O)CNC2CCCCC2)n1 the results were STK33 inh -1.6 and Kir21 inh 0.54.
Screening O=c1[nH]c(-c2ccccc2)nnc1-c1ccccc1 returned STK33 inh -0.5 and Kir21 inh 0.57.
`C=C(C)C(=O)NC1=NN(c2ccccc2)C(=O)C1` gave STK33 inh -0.7 and Kir21 inh -0.93.
For COc1ccc(-n2c(=S)[nH]c3cc(C(=O)O)ccc3c2=O)cc1 the results were STK33 inh -1.0 and Kir21 inh -1.1.
Screening COc1ccccc1OCCC(=O)OCC(=O)NCc1ccccc1 returned STK33 inh -0.2 and Kir21 inh -1.7.
`O=C(C1COc2ccccc2O1)N1CCOCC1` (stereo not given) gave STK33 inh -2.3 and Kir21 inh 1.4.
CCOC(=O)N1N=C(c2ccccc2)CC1(O)C(F)(F)F (stereo not given) was read as STK33 inh -0.5 and Kir21 inh -0.03.
`CCN(CC)CC(=O)n1c2c(c3ccccc31)CCCC2` gave STK33 inh -0.8 and Kir21 inh 0.88.
For COc1ccc(S(=O)(=O)N2CCC(O)(c3ccc4c(c3)OCO4)CC2)cc1 the results were STK33 inh -0.2 and Kir21 inh 0.19.
CCOC(=O)Cc1csc(NC(=O)c2ccc3ccccc3n2)n1 was read as STK33 inh -0.3 and Kir21 inh 0.7.
`COC(=O)[C@@H](NCc1cccc(CN[C@H](C(=O)OC)C(C)C)c1)C(C)C` gave STK33 inh -0.1 and Kir21 inh -1.1.
`CC1CCC(NC(=O)Cn2ncc3ccccc32)CC1` (stereo not given) gave STK33 inh 0.9 and Kir21 inh 0.42.

Entries above containing a CF3 group (two):
Cc1cc(N2CCOCC2)n2nc(C(F)(F)F)c(-c3ccccc3)c2n1 was read as STK33 inh -0.2 and Kir21 inh 0.07.
CCOC(=O)N1N=C(c2ccccc2)CC1(O)C(F)(F)F (stereo not given) was read as STK33 inh -0.5 and Kir21 inh -0.03.

Later entries.
Screening CCOC(=O)C(CC)n1cnc2c(nnn2-c2ccc(C)cc2)c1=O (stereo not given) returned STK33 inh -0.4 and Kir21 inh 0.92.
`CN(C)S(=O)(=O)Nc1ccccc1F` gave STK33 inh -0.6 and Kir21 inh 0.03.
`CN(C(=O)CCNC(=O)Cn1cnc2ccccc2c1=O)c1ccc(F)cc1` gave STK33 inh -1.1 and Kir21 inh -0.58.
Screening CC(C)NC(=O)NC1C2CC3CC(C2)CC1C3 (stereo not given) returned STK33 inh 0.8 and Kir21 inh -0.09.
`Cc1cc(OCC(=O)NC(C)C)ccc1Cl` gave STK33 inh -0.3 and Kir21 inh 0.94.
Screening CC1C(=O)CCN(C(C)C)C1C (stereo not given) returned STK33 inh 0.8 and Kir21 inh -0.67.
For COc1ccc(C(=O)COC(=O)Cn2nnc3ccccc32)cc1Br the results were STK33 inh -1.7 and Kir21 inh -0.17.
For C=CCNc1nc(NCCN2CCOCC2)nc(N2CCOCC2)n1 the results were STK33 inh 0.7 and Kir21 inh -0.65.
`CCCNCC(O)COc1ccccc1C(=O)CCc1ccccc1` (stereo not given) gave STK33 inh -0.4 and Kir21 inh -2.8.
CN(C)CCNCc1ccccc1OC1CCCC1 was read as STK33 inh -1.6 and Kir21 inh 0.65.
NC(=O)C1CCN(C(=O)C23CC4CC(CC(C4)C2)C3)CC1 was read as STK33 inh -1.3 and Kir21 inh 0.05.
Screening CCCC(=O)Nc1cccc(NC(=O)c2ccccc2Br)c1 returned STK33 inh 0.0 and Kir21 inh 0.75.
O=c1oc2ccccc2n1Cc1cccc(C(F)(F)F)c1 was read as STK33 inh -3.1 and Kir21 inh -0.22.
CCOC(=O)c1ccc(NC(=O)c2nc[nH]c2C(=O)N(C)Cc2ccccc2)cc1 was read as STK33 inh 1.0 and Kir21 inh 1.6.
For CC(=O)Nc1cc2c(cc1C(=O)c1ccccc1)OCCO2 the results were STK33 inh -1.0 and Kir21 inh -0.44.
`COc1ccccc1CNc1ccccc1F` gave STK33 inh -1.3 and Kir21 inh -0.27.
Screening COCc1c(C(=O)OCc2nc3ccsc3c(=O)[nH]2)oc2ccccc12 returned STK33 inh 1.3.
O=C1CC(C(=O)N2CCc3ccccc32)CN1c1cccc(C(F)(F)F)c1 (stereo not given) was read as STK33 inh -0.3.
`Cn1nnnc1SCCNCc1ccccc1F` gave STK33 inh -1.4 and Kir21 inh -0.36.
`CCn1cnc2c1c(=O)n(CC(=O)NCC(C)C)c(=O)n2Cc1ccccc1` gave STK33 inh -0.2 and Kir21 inh 0.83.
CN1CCC(=NNC(=O)c2ccc(N(Cc3ccc(Cl)cc3)S(C)(=O)=O)cc2)CC1 was read as STK33 inh -0.2 and Kir21 inh -0.61.
For COc1cc(CNC2CCCC2)cc(Cl)c1OCc1ccccc1F the results were STK33 inh -1.0 and Kir21 inh -4.7*.
`C/C(N)=C(/C#N)C(=O)CSc1nnnn1-c1ccc(C)cc1C` gave STK33 inh -0.8 and Kir21 inh 0.75.
Screening CCOC(=O)CSc1nc(C)cc(C)c1C#N returned STK33 inh 0.5 and Kir21 inh 0.84.
`Cn1c(SCc2cccnc2)nc2cccnc21` gave STK33 inh 1.1 and Kir21 inh 0.11.
`O=C(Cn1cncn1)NCc1cccc(OC(F)F)c1` gave STK33 inh -2.3 and Kir21 inh -1.6.
Screening O=[N+]([O-])c1ccccc1S(=O)(=O)Nc1ccc2c(c1)OCCO2 returned STK33 inh -0.6 and Kir21 inh -0.6.
For O=C(NCCCO)/C(=C\c1ccco1)NC(=O)c1ccco1 the results were STK33 inh -1.2 and Kir21 inh -1.6.
For COc1ccc(Nc2nc(N)nc(CN3CCOCC3)n2)cc1 the results were STK33 inh -0.8 and Kir21 inh -0.64.
For COc1ccc(CNC2CC(C)N(C)CC2C)cc1OC (stereo not given) the results were STK33 inh -1.5 and Kir21 inh -0.99.
For CCn1c(=O)c(C(=O)Nc2nc3ccccc3[nH]2)c(O)c2ccccc21 the results were STK33 inh 2.4 and Kir21 inh 0.88.
Screening CC(C)CCNC(=O)CN(Cc1ccc2c(c1)OCO2)C(=O)CCC(=O)Nc1ccccn1 returned STK33 inh -0.8 and Kir21 inh -1.6.
CCCc1cc(CN(C)C(=O)CC2C(=O)NCCN2Cc2ccccc2C)[nH]n1 (stereo not given) was read as STK33 inh -0.8 and Kir21 inh 0.55.

High-throughput results as filed in PubChem.
